zVAD death inh = blocks zVAD induced death of L929 cells; L929 zVAD necroptosis rescue, ATP luminescence, 24 h; with zVAD 60 µM; viability rescue, % at 10 µM; 220,000 compounds, 0.38% hits;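 active = activation, scaled between plate controls, above about 75%, limit read from the data; inactive = activation under that limit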;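 note: 0% = zVAD with DMSO and 100% = DMSO alone without zVAD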
Rad51 HR inh = Rad51 (human) homologous recombination inhibition | Q06609 | hRad51 DNA strand exchange, fluorescence dequenching | inhibition, % at 10 µM | 200,000 compounds, 0.085% hits;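 active = inhibition above 40% at the single screening dose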;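 note: 0% = DMSO control wells and 100% = blanks with heterologous ssDNA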
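Assay system: Human Rad51 nucleoprotein filaments preassembled on unlabelled ssDNA | Reagent: Donor/quencher-labelled 47-bp dsDNA substrate | Doses: One concentration, 10 µM final | Times: 37 °C 15-min filament assembly, 30-min compound preincubation, 15-min exchange | Technique: Fluorescein emission 520 nm, excitation 485 nm | Benchmarks: Plate control and blank wells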
Hck Nef HTS = blocks Nef-activated human Hck kinase; P08631; Recombinant Hck-YEEI plus Nef, Z-Lyte FRET kinase assay; inhibition, % at 20 µM; 220,000 compounds, 0.68% hits; AID 463187;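 active = Hck-Nef kinase inhibition above about 50%, limit read from the data; inactive = inhibition below that limit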;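 note: 0% = DMSO with Hck plus Nef and 100% = Hck alone without Nef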
EP2 modulator = modulates human prostaglandin E2 receptor EP2 signaling; EP2-expressing cells, cAMP HTRF FRET, PGE2 co-stimulation; induction, % at 25 µM; 260,000 compounds, 0.83% hits; AID 940;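 active = compounds whose cAMP rise, as percent of the full-agonist control response, exceeds 60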;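 note: rat C6 glioma line stably carrying human EP2 under a CMV promoter; the protocol text gives 20 µM as final concentration; 100% = response of wells given 1 µM PGE2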
Calpain2 inh = inhibitors of pig calpain II | purified calpain II, fluorogenic peptide substrate, 30 min | inhibition, % at 16 µM | 220,000 compounds, 0.37% hits;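 active = inhibition above about 50%, limit read from the data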
PGE2 EP2 inh = EP2 receptor (human) inhibition; P43116; C6 glioma cells expressing human EP2, cAMP TR-FRET; cells stimulated with saturating PGE2; inhibition, % at 25 µM; 260,000 compounds, 0.52% hits;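 active = percent inhibition above 40 after rounding to a whole number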;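 note: rat C6 glioma host cells with rolipram phosphodiesterase inhibitor present; the protocol text gives 20 µM as final concentration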
eIF4E-4G inh = eIF4E/eIF4G interaction inhibition in translation initiation | TR-FRET eIF4E-eIF4GI(517-606) binding, 2 h | inhibition, % at 21.7 µM | 220,000 compounds, 0.37% hits;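 active = inhibition above about 30%, limit read from the data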;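 note: 0% = full FRET control wells and 100% = background wells lacking eIF4GI fragment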
Target sequence (P63073 whole entry, looked up, the tested form may be a part): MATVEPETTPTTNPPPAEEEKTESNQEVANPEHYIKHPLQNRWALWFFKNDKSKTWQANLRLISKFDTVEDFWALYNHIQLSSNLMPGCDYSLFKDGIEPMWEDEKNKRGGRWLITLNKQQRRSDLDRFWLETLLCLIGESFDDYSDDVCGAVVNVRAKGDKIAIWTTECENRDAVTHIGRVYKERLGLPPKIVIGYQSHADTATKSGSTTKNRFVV
Target sequence (Q04637 whole entry, looked up, the tested form may be a part): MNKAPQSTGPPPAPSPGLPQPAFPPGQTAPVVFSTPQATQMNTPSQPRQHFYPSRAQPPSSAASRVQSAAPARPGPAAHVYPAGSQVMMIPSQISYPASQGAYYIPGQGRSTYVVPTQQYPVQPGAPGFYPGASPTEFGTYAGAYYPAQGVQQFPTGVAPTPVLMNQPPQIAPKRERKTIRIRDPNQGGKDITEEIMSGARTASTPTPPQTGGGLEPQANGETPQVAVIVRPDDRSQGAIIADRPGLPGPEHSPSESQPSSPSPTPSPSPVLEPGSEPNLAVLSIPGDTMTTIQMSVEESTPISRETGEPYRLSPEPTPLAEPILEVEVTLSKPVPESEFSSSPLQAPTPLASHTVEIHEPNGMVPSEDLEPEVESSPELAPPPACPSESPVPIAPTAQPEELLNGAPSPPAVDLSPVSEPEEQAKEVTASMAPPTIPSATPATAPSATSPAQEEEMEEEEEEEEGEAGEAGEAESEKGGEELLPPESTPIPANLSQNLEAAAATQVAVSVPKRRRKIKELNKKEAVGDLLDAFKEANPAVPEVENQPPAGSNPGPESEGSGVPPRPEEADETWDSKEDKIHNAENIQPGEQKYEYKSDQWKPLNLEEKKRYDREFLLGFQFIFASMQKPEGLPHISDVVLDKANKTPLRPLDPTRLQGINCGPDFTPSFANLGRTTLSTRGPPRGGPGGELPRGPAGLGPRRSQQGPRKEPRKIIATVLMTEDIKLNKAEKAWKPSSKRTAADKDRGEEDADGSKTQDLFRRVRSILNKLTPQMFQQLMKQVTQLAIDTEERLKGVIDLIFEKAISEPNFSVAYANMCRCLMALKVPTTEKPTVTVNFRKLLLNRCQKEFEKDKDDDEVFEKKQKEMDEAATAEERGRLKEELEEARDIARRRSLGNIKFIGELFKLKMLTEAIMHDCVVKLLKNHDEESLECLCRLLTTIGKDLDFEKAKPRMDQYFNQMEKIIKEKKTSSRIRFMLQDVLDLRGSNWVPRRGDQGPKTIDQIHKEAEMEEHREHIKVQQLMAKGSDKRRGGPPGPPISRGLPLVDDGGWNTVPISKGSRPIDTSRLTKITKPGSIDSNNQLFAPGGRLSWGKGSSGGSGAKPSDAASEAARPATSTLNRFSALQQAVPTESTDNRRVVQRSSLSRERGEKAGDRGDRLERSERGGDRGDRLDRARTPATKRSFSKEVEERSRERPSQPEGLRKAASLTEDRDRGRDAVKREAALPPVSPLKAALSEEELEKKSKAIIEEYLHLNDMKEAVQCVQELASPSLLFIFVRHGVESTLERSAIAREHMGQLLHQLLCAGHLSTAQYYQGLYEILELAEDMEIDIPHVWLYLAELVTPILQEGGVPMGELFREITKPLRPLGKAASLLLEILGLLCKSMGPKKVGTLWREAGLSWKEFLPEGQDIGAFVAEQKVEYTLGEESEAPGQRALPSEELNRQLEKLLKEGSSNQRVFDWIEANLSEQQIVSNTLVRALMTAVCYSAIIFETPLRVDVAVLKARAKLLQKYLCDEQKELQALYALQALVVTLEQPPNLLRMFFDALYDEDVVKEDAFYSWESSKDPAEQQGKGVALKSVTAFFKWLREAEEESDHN
14-3-3 Bad inh = disrupts binding of bovine 14-3-3 zeta to phospho-Bad peptide; inhibition, % at 21.7 µM; 220,000 compounds, 0.71% hits; TR-FRET 14-3-3zeta/Dy647-pBad peptide displacement, 1 h; P63103;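 active = inhibition above about 70%, limit read from the data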;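 note: 0% = full 14-3-3 plus peptide FRET controls and 100% = background without 14-3-3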
Tb hexokinase = T. brucei hexokinase 1 inhibition; recombinant TbHK1, G6PDH-coupled NADH A340; inhibition, % at 10 µM; 220,000 compounds, 0.11% hits; AID 1430;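 active = inhibition of 50% or more in the single-dose primary screen; inactive = inhibition below 50%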
An asterisk follows results filed as active; i = inactive; . = no result given; & = joins results of further samples; [ ] = remark or other dose.

SMILES	zVAD death inh	Rad51 HR inh	Hck Nef HTS	EP2 modulator	Calpain2 inh	PGE2 EP2 inh	eIF4E-4G inh	14-3-3 Bad inh	Tb hexokinase
O=C1C2C(c3ccccc3)C=CC(c3ccccc3)C2C(=O)N1CCCO (stereo not given)	-1.1	-5	-1	37	6	8	-4	1[fluorescence artefact?]	0
N#CC1=C(N)Oc2c(oc(CO)cc2=O)C1c1ccsc1 (stereo not given)	0.3	-2	5	-4&-1	-30	8&6	-7	4	-1
O=C1c2cccnc2C(Nc2ccc(S(=O)(=O)N3CCCCCC3)cc2)N1Cc1ccccc1 (stereo not given)	0.2	-2	7	14	-5	5	-5	-1	14
Cc1cc(C)cc(N=Cc2ccc([N+](=O)[O-])s2)c1	1.2	.	5	-58	-1	17	-1	3	-12
CC(C)CC(=O)Nc1nnc(SCC(=O)Nc2ccc3c(c2)OCO3)s1	-0.2	4	-1	28	16	7	2	-1[fluorescence artefact?]	2
Cc1cc(C)c(Nc2cc(S(=O)(=O)O)c(N)c3c2C(=O)c2ccccc2C3=O)c(C)c1	0.0	13	84*	30	40	16	56*[fluorescence artefact?]	73*[fluorescence artefact?]	15
Cc1cc(CNC(=O)c2cc(Br)ccc2Cl)nn1C	-0.4	-2	1	24	-36	8	2	-3[fluorescence artefact?]	0
COc1ccc2c(CC(=O)Nc3ccccc3N3CCOCC3)coc2c1	1.4	.	-4	-7	14	8	-1	0	-10
O=C(Cn1c(C(=O)N2CCc3ccccc3C2)cc2sccc21)c1ccccc1	-0.1	-1	2	10&40	3	1&14	-9	-6	6
Cc1onc(-c2ccccc2)c1-c1n[nH]c(=S)n1-c1ccccc1	0.2	-39	-4	.	.	5	.	.	5
Cc1nnc(NC2CCCCC2)[nH]c1=O	-0.5	7	15	-20	-8	11	-5[fluorescence artefact?]	-7[fluorescence artefact?]	6
COc1ccccc1N1CCN(C(=O)CSc2nnc3c4ccccc4nc(Cc4ccccc4)n23)CC1	-0.5	-8	3	11	-11	8	1	-5[fluorescence artefact?]	-12
CCCCn1c(SCC(=O)N2CCCC2)nnc1-c1ccccc1	0.5	-4	0	8	11	1	2	2	-7
Cc1ccc(NC(=O)C2CCCN(C(=O)c3ccc(Cl)cc3)C2)cc1S(=O)(=O)N1CCOCC1 (stereo not given)	-1.6	3	4	-13	3	3	-2	-7	-2
C/C(CC(=O)Nc1cccc(Cl)c1Cl)=N\NC(=O)c1ccccc1N	15	2	20	-65	i	6	-1	-7	-2
O=C(c1cn(-c2ccccc2)nc1-c1ccc(Cl)s1)N1CCOCC1	1.1	-7	4	4	5	11	-4	3	-4
CCOC(=O)C1CCCCN1Cc1cccc(OC)c1OC (stereo not given)	0.3	-7	-2	-11	32	-2	4	76*	-7
O=C(O)c1ccccc1C(=O)Nc1ccc(Br)c(C(F)(F)F)c1	0.7	3	6	-10	-15	4	-5	-3	-6
CC(/C=N/NC(=O)CNc1n[nH]c(=O)[nH]c1=O)c1ccccc1 (stereo not given)	-0.5	11	8	5	-9	2	1	1	-8
Cc1ccccc1Nc1nc(N)nc(CN2CCN(C(=O)c3ccccc3)CC2)n1	-0.8	-8	-31	-16	7	3	0	6	8
O=C(NNS(=O)(=O)c1ccccc1[N+](=O)[O-])c1ccc(O)cc1	1.7	4	-2	-6	-33	10	22[fluorescence artefact?]	7[fluorescence artefact?]	-8
NC(=O)CC(NC(=O)c1ccc(Br)cc1)c1ccc(NCc2ccc(F)c(F)c2)c([N+](=O)[O-])c1 (stereo not given)	-0.5	2	28	-16	-17	43*	-5	-1	-2
CN1CCN(C2=CC(=O)OC23CCCCC3)CC1	1.1	-2	8	40	-18	12	84*	-7[fluorescence artefact?]	-1
O=C(c1ccccc1)N1CCCN(c2nccc(C(F)(F)F)n2)CC1	0.2	0	12	-24	-9	10	3	-5	0
Cc1cc(NCCN2CCOCC2)n2nc(C)c(-c3ccc(Cl)cc3)c2n1	36	6	1	28	-19	12	7	4[fluorescence artefact?]	-26
CC(NC(=O)C12CC3CC(CC(C3)C1)C2)c1ccc2c(c1)OCCO2 (stereo not given)	-0.2	6	-12	0	-11	2	3	8[fluorescence artefact?]	5
Cc1ccc(NC(=O)CSc2nnc(CNC(=O)c3cccs3)o2)cc1	1.8	-2	26	14	-19	4	1	-14	-3
O=C(c1cccc(N2C(=O)C3C4C=CC(C4)C3C2=O)c1)N1CCN(c2ccccc2)CC1 (stereo not given)	0.1	0	15	4	-7	5	0	-5	2
CCOC(=O)c1ccccc1NC(=O)CN(c1ccccc1C)S(C)(=O)=O	-0.3	-2	-1	23	-6	4	-6[fluorescence artefact?]	13[fluorescence artefact?]	-13
c1ccc(Sc2cccc3ccccc23)c(CNC2=NCCN2)c1	-0.1	2	4	-37	-26	12	0	-16	3
CCOC(=O)C1=C(C)N=C2SC(C(=O)OC)=CC(=O)N2C1c1ccc(OC)cc1 (stereo not given)	-1.8	8	-13	-17	5	10	2	5	-5
CCOC(=O)/C(=C/c1ccc(OC(=O)c2ccccc2)cc1)C(C)=O	0.6	-2	2	-15	-36	11	-4[fluorescence artefact?]	5[fluorescence artefact?]	-10
CSc1ncc(CN2CCN(C3CCCC3)C(CCO)C2)cn1 (stereo not given)	-0.5	25	1	-7	-28	9	4	-19	6
Cc1ccc(CSc2nnc(Nc3ccc(C)cc3)s2)cc1	0.5	-10	2	-9	9	3	-4	3	-7
COc1ccc(Oc2nc(SC)nc3ccsc23)cc1	0.0	4	2	35	-15	11	1	-6	1
O=C(COc1ccc(C(=O)c2ccccc2)cc1)NC1CCCCCC1	1.7	1	-3	-27	46	9	-3	-1	34
Cc1c(/C=N/N2C(=O)C3C4C=CC(C4)C3C2=O)c2ccccc2n1C (stereo not given)	1.9	2	0	11	14	9	-4	3	-17
Cc1noc(C)c1C(=O)N1CCC2(CC1)Oc1ccc(F)cc1C(=O)C21CC(c2ccc(Cl)cc2)=NO1 (stereo not given)	0.2	-5	28	2	-48	2	-5	-6	-25
CCOc1nc(OCC)nc(-n2cc(-c3ccccc3)nn2)n1	7.9	.	0	1	-20	.	-4	2	4
CC(C)CN1C(=O)c2ccc(C(=O)Nc3c[nH]c(=O)[nH]c3=O)cc2C1=O	0.3	8	-8	4	-35	10	4	-6	-7
COC(=O)c1ccc(/C=N/NS(=O)(=O)c2cc(C)ccc2C)cc1	.	17	9	20	49	7	4	-6	0
O=C(Nc1ccc2c(c1)OCCO2)C1CCCN(S(=O)(=O)c2cccs2)C1 (stereo not given)	0.9	.	4	-11	19	9	2	8	58*
COc1ccc(O)c(C(=O)C2c3ccccc3C(=O)N2c2ccc(C)cc2)c1 (stereo not given)	-0.4	5	-31	22	-27	11	-4	0	-6
Cc1ccc(S(=O)(=O)Nc2cc(=O)[nH]c3c2CCC3)cc1	0.5	-6	5	-1&-3	-15	11&9	4	-7	-5
Cc1ccc(C)c(NC(=S)NCc2ccc3c(c2)OCO3)c1	-0.6	-11	1	-13	10	18	-4	7	-1
CCCCC1=CC2=C(c3ccco3)C(=O)C(C)(OC(=O)c3ccc(OC)cc3)C(=O)C2=CN1Cc1ccc2c(c1)OCO2 (stereo not given)	-0.2	-6	43	-15	-67	13	0	-4	-8
COc1ccc(-c2cc([C@H]3[C@H]4C=CC[C@@H](C)[C@@H]4C(=O)N3Cc3ccccc3)ccc2F)cc1	-0.4	-1	26	14	2	10	2	-1	-10
Cc1nnc(NC(=O)c2ccc(S(=O)(=O)N3CCCCCC3)cc2)o1	-0.2	3	0	16	-42	11	-6	0	13
Cc1cc(NC(=O)COc2ccccc2C)no1	11	4	19	-5	-31	9	0	-5	2
CCO[C@@H]1OC(C(=O)NC2CC2)=C[C@H](C2CC2)[C@H]1CCCO	-0.6	-7	26	5	-29	13	-4	-7	-11
COc1ccc(N2C(=O)CCC(C(=O)N3CCCCC3)C2c2ccc(OC)c(OC)c2)cc1 (stereo not given)	0.3	-1	-1	11	-13	8	6	6[fluorescence artefact?]	0
COc1ccc(Cl)cc1NC(=O)CC(C)c1ccccc1 (stereo not given)	0.0	.	3	23	13	13	2	-1	-4
Cn1ccnc1C1CCCCN1Cc1nc(Cc2cccc(C(F)(F)F)c2)no1 (stereo not given)	-0.7	.	-3	-35	10	0	0	-11	-3
COCCN1Cc2cccc(C(=O)NCCCN3CCCC3=O)c2C1=O	0.5	-7	5	-23	24	1	-2	5	-4
CC(=O)Nc1ccc(CN2CCCC(CO)(Cc3ccccc3C)C2)cc1 (stereo not given)	-0.1	12	8	6	-5	3	3	-7	0
COc1ccc(-n2c(=O)cc(N3CCN(Cc4ccccc4)CC3)[nH]c2=O)cc1	0.1	-5	23	14	9	5	6	-6	2
COc1ccccc1S(=O)(=O)Nc1ccc(-c2nnc3n2CCCCC3)cc1	0.4	9	1	1	8	-12	9	4	-3
N#Cc1ccc(CSC2=NCCN2)cc1	67	11	22	18	30	6	-1	-16	-6
Cc1nn(-c2ccccc2)c(C)c1C(=O)OCC(=O)N(C)C1CCS(=O)(=O)C1 (stereo not given)	-1.4	-7	11	2	6	5	-1	0	2
O=C(CSCc1ccccc1Br)N/N=C/c1ccccc1C(=O)O	3.1	-32	6	-42	18	5	-3	83*	4

Whole records as entered above.
`COc1ccc(Cl)cc1NC(=O)CC(C)c1ccccc1` (stereo not given) across the screens: zVAD death inh: 0.0; Rad51 HR inh: .; Hck Nef HTS: 3; EP2 modulator: 23; Calpain2 inh: 13; PGE2 EP2 inh: 13; eIF4E-4G inh: 2; 14-3-3 Bad inh: -1; Tb hexokinase: -4
`CC(=O)Nc1ccc(CN2CCCC(CO)(Cc3ccccc3C)C2)cc1` (stereo not given) across the screens: zVAD death inh: -0.1; Rad51 HR inh: 12; Hck Nef HTS: 8; EP2 modulator: 6; Calpain2 inh: -5; PGE2 EP2 inh: 3; eIF4E-4G inh: 3; 14-3-3 Bad inh: -7; Tb hexokinase: 0

Next section
SMILES	zVAD death inh	Rad51 HR inh	Hck Nef HTS	EP2 modulator	Calpain2 inh	PGE2 EP2 inh	eIF4E-4G inh	14-3-3 Bad inh	Tb hexokinase
COC(=O)c1nnn(CC(=O)NC(=O)Nc2ccccc2F)c1C(=O)OC	1.5	3	20	17	-23	4	3	-15	-2
CC1(CC(=O)N/N=C/c2ccc(-c3cccc(C(F)(F)F)c3)o2)OCCO1	1.4	-21	3	-26	-7	5	-2	7	-29
Cc1ccc(S(=O)(=O)NC2(C(F)(F)F)C(=O)Nc3c2c(=O)n(C)c(=O)n3C)cc1 (stereo not given)	1.1	1	-1	18	12	12	-1	-4	-16
COc1ccc(CC(=O)Nc2nnc(C(C)C)s2)cc1	82*	14	21	30	-14	11	47*	-12	-2
COc1ccc(C2=NN(CN3C(=O)C(=O)c4ccccc43)C(c3ccc(Br)cc3)C2)cc1 (stereo not given)	0.3	9	-8	21	-129	-1	-2	4	5
COc1ccc([N+](=O)[O-])cc1NC(=O)CCNC(=O)Cn1ccc2ccccc2c1=O	1.0	-4	-3	8	-13	11	2	0	-15
COCCn1nnnc1C(c1ccccn1)N1CCN(c2cc(Cl)ccc2C)CC1 (stereo not given)	-0.4	-3	0	-32	-25	13	0	-11	-4
COC(=O)c1cc(=O)n(Cc2ccco2)c(=Nc2ccc(F)cc2)s1	-1.8	8	14	47	-17	11	-3	6	-10
Cc1cc2ccccc2c(=O)n1CC(=O)NCc1ccco1	-0.6	-6	9	-3	-35	5	0	20	-7
COc1ccccc1S(=O)(=O)Cc1ccc(C(=O)NC2CCCCC2)o1	-0.4	.	0	-8	16	.	4	-7	3

Screening results from PubChem BioAssay.

Some of the compounds tested; rates above refer to the full screens.
